# High-throughput results (PubChem BioAssay)
# H9c2 TAG inh: inhibitors of triacylglycerol accumulation, primary screen, cell-based, uHTS, fluorescence, H9c2; inhibition, % at 12.5 µM; H9c2 cells, Nile Red lipid (TAG) fluorescence; cells loaded with 200 µM oleic acid; hit rate 0.66% among 230,000;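 active means pattern-corrected inhibition of lipid staining of at least 50% with the nuclear-stain viability signal not falling by more than 50%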;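 further: 0% = DMSO wells and 100% = triacsin C control wells; some results filed as inactive read as strong as hits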
# H9c2 TAG inh DAPI viability: also measured in H9c2 TAG inh; calls as there; DAPI nuclei signal change (viability), lower = more cytotoxic, %;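 whole-well DAPI fluorescence read on a plate reader as a viability signal; minus 50 percent equals half of cells still viable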
# Starred values were filed as active, the others as inactive.
SMILES,H9c2 TAG inh,H9c2 TAG inh DAPI viability
COc1ccc(-c2csc(NC(=O)[C@H](C)N3C(=O)C4CC=CCC4C3=O)n2)cc1OC (stereo partly drawn),-9,10
Cc1cc(C(F)F)nn1CC(=O)NC1C(=O)N2C(C(=O)O)=C(CSc3nnnn3C)CSC12 (stereo not drawn),36,-28
Cc1ccc(CN2CCN(Cc3ccc4ncccc4c3)CC2CCO)cc1 (stereo not drawn),9,0
CNc1nc(C)c(C#N)c(-c2ccccc2)c1C(C)=O,-12,2
COc1cccc(C2=CC(=O)C[C@H](c3ccc(OC)c(OC)c3)C2)c1,-6,9
O=C(c1ccc(N2CCOCC2)c([N+](=O)[O-])c1)N1CCN(c2ccccc2F)CC1,-17,5
CCc1ccc(NC(=O)C(=O)NCc2ccccn2)cc1,-3,2
NC(=O)C(Cc1ccccc1)N1C(=O)c2ccccc2C1=O (stereo not drawn),6,-3
CN(C)S(=O)(=O)c1ccc(NC(=O)CN2CCC(Cc3ccccc3)CC2)cc1,0,0
CC(C)N(CC#CC(O)(c1ccccc1)c1ccccc1)C(C)C,-2,4
COCCCn1c(SCc2cccc(C(F)(F)F)c2)nc2cc(OC)c(OC)cc2c1=N,39,7
COc1ccc(S(=O)(=O)NC(=O)C2(C)CCN2C(=O)CC2CCCCC2)cc1OC (stereo not drawn),3,1
COCCN(C(=O)CC1OC(=O)c2ccccc21)c1c(N)n(Cc2ccccc2)c(=O)[nH]c1=O (stereo not drawn),-16,10
CCCC(=O)N1CCN(c2ccc(NC(=O)c3ccccc3)cc2)CC1,4,-4
Cc1ccc(S(=O)(=O)N2CCCCC2)cc1C(=O)NCCc1ccccc1,-7,2
O=S(=O)(Nc1ccc(C(F)(F)F)cc1)c1cnc[nH]1,-6,0
COc1ccc(CCNC(=O)C2CCCN(S(C)(=O)=O)C2)cc1 (stereo not drawn),-4,-3
COc1ccc(-c2cc(C(=O)N(C)CC(=O)Nc3ccccc3Cl)c3ccccc3n2)cc1OC,27,-6
Cc1cccc(OCCCC(=O)O)c1C,17,17
COCCN(CC(=O)Nc1cccc(C)c1C)C(=O)c1cc(-c2ccncc2)nc2ccccc12,-6,6
O=C(c1nc2ccc(Cl)cn2c1CN1CCC[C@H]1CO)N1CCCCCCC1,-15,4
Cc1csc(OCc2ccc(C#N)cc2)n1,7,-6
CCCn1c(SCC(=O)Nc2ccc(Cl)cc2)n[nH]c1=O,0,-2
CCCC(=O)N1CCCC(c2cc(C(=O)NCc3ccc(F)cc3)no2)C1 (stereo not drawn),-7,-9
CCOC(=O)CN1N=C(c2ccc(Cl)s2)CSC1=O,12,-3
COc1ccc(C(=O)Nc2ccc3[nH]ccc3c2)cc1,-8,1
O=[N+]([O-])c1ccc2c(c1)CCN2,-4,-1
Cc1c([N+](=O)[O-])cc(C(=O)Oc2cccc(C(=S)N3CCOCC3)c2)cc1[N+](=O)[O-],-2,11
CNC(=O)[C@H](C)[C@@H]1C[C@@]1(C)[C@@H](NC(=O)OCc1ccccc1)c1ccccc1,1,4
O=C1CC[C@@H](CN(Cc2ccccn2)Cc2nc(Cc3ccccc3)no2)N1,10,-11
CCOc1ccc(S(=O)(=O)N2CCC(C(=O)N3CCN(c4ccccc4F)CC3)CC2)cc1C,0,5
CCOC(=O)Cn1c(=NC(=O)CC)sc2c(C)cc(C)cc21,-7,-2
CCCn1c(=O)c2[nH]cnc2n(-c2ccc(Cl)cc2)c1=O,8,3
O=C(OCc1nc(-c2ccccc2Cl)no1)c1ccco1,2,-1
COc1ccc(S(=O)(=O)NNC(=O)C2CC(c3cccnc3)=NO2)cc1 (stereo not drawn),-5,-3
C=CC[C@@H](CC(=O)N[C@H](CO)Cc1ccccc1)C(=O)N[C@@H](COC(=O)[C@@H](CC=C)Cc1ccc(F)cc1)Cc1c[nH]c2ccccc12,8,-10
COC(=O)CN(c1ccc(C)cc1)S(=O)(=O)c1ccc2c(c1)n(C)c(=O)c(=O)n2C,5,0
O=C1N=C(N2CCCC2)S/C1=C\c1ccccc1,-24,6
Cc1ccc(C)c(S(=O)(=O)Nc2cc3c4c(c2)CCN4C(=O)CC3)c1,-8,0
CC1CCN(c2cc(N3CCOCC3)c(F)cc2[N+](=O)[O-])CC1,13,5

# Sorted by number of heavy atoms (smallest number first): 18 of the compounds above
SMILES,H9c2 TAG inh,H9c2 TAG inh DAPI viability
Cc1cccc(OCCCC(=O)O)c1C,17,17
Cc1csc(OCc2ccc(C#N)cc2)n1,7,-6
O=C1N=C(N2CCCC2)S/C1=C\c1ccccc1,-24,6
O=S(=O)(Nc1ccc(C(F)(F)F)cc1)c1cnc[nH]1,-6,0
COc1ccc(C(=O)Nc2ccc3[nH]ccc3c2)cc1,-8,1
O=C(OCc1nc(-c2ccccc2Cl)no1)c1ccco1,2,-1
NC(=O)C(Cc1ccccc1)N1C(=O)c2ccccc2C1=O (stereo not drawn),6,-3
CC1CCN(c2cc(N3CCOCC3)c(F)cc2[N+](=O)[O-])CC1,13,5
CC(C)N(CC#CC(O)(c1ccccc1)c1ccccc1)C(C)C,-2,4
Cc1ccc(C)c(S(=O)(=O)Nc2cc3c4c(c2)CCN4C(=O)CC3)c1,-8,0
CCCC(=O)N1CCN(c2ccc(NC(=O)c3ccccc3)cc2)CC1,4,-4
O=C1CC[C@@H](CN(Cc2ccccn2)Cc2nc(Cc3ccccc3)no2)N1,10,-11
CN(C)S(=O)(=O)c1ccc(NC(=O)CN2CCC(Cc3ccccc3)CC2)cc1,0,0
O=C(c1ccc(N2CCOCC2)c([N+](=O)[O-])c1)N1CCN(c2ccccc2F)CC1,-17,5
COc1ccc(-c2csc(NC(=O)[C@H](C)N3C(=O)C4CC=CCC4C3=O)n2)cc1OC (stereo partly drawn),-9,10
Cc1cc(C(F)F)nn1CC(=O)NC1C(=O)N2C(C(=O)O)=C(CSc3nnnn3C)CSC12 (stereo not drawn),36,-28
COCCN(C(=O)CC1OC(=O)c2ccccc21)c1c(N)n(Cc2ccccc2)c(=O)[nH]c1=O (stereo not drawn),-16,10
COc1ccc(-c2cc(C(=O)N(C)CC(=O)Nc3ccccc3Cl)c3ccccc3n2)cc1OC,27,-6

# Continued.
SMILES,H9c2 TAG inh,H9c2 TAG inh DAPI viability
Cn1c2nc3ccccc3c-2nc2ccccc21,14,-4
O=C1N=C2N(CCN3CCCCC3)c3ccccc3N2/C1=C\c1ccc([N+](=O)[O-])s1,35,-19
COc1ccc(NC(=O)c2ccc3c(c2)n(C)c(=O)n3C)cc1,35,1
Cc1ccsc1C(=O)N(C)C1CCS(=O)(=O)C1 (stereo not drawn),-7,2
COc1cc([N+](=O)[O-])ccc1Nc1nc(C)cc(C)n1,-16,0
CCC(=O)Nc1ccc2nc(SCC(=O)N3CCOCC3)sc2c1,-5,1
CCOC(=O)N1CCN(C(=O)C(=O)NNC(=O)COc2ccc(Cl)cc2)CC1,-28,1
COc1ccc(CC(N)c2csc(NC(=O)Nc3ccc(C(C)C)cc3)n2)cc1 (stereo not drawn),131,-84
Cc1sc2nc(CSCC(=O)NC(C)(C)C)[nH]c(=O)c2c1C,7,-8
NC(=O)[C@@H]1CCCN1Cc1c(C(=O)N2CCc3ccccc3C2)nc2ccc(Cl)cn12,-8,4
CCN(CC(=O)Nc1c(F)cccc1F)C(=O)C1CCN(S(=O)(=O)c2ccc(C)cc2C)CC1,-20,-7
O=C(COc1cccc(Cl)c1)Nc1cc(S(=O)(=O)N2CCOCC2)ccc1N1CCOCC1,3,-2
Cc1cc(N2CCN(c3nnnn3-c3ccccc3)CC2)n2ncnc2n1,-7,-5
CC1(C(=O)NS(=O)(=O)Cc2ccccc2)CCN1C(=O)CCc1ccccc1 (stereo not drawn),1,-3
CNC(=O)NNC(=O)c1csc(-c2ccc(C(F)(F)F)cc2Cl)n1,9,-4
CCN(CC)S(=O)(=O)c1ccc(N2CCCC2)c(NC(=O)c2ccncc2)c1,4,-7
COC(=O)c1cc(S(=O)(=O)NCCc2ccc(Cl)cc2)c[nH]1,-3,1
Cc1ccccc1OCC(=O)NCC(c1cccs1)N1CCOCC1 (stereo not drawn),-12,-6
C/C(=C\c1ccccc1)CN1CCC(C(=O)N2CCC(C)CC2)CC1,2,4
CCOC(=O)N(C)c1c(CC)nc2c(OCC(=O)C(C)(C)C)cccn12,-3,4

# Three structures out of the list, arranged by SMILES length, ascending.
SMILES,H9c2 TAG inh,H9c2 TAG inh DAPI viability
Cc1sc2nc(CSCC(=O)NC(C)(C)C)[nH]c(=O)c2c1C,7,-8
COC(=O)c1cc(S(=O)(=O)NCCc2ccc(Cl)cc2)c[nH]1,-3,1
O=C(COc1cccc(Cl)c1)Nc1cc(S(=O)(=O)N2CCOCC2)ccc1N1CCOCC1,3,-2

# (cont.)
SMILES,H9c2 TAG inh,H9c2 TAG inh DAPI viability
C=C(CN(C)C)C(=O)c1ccc(OC2OC(COC(C)=O)C(OC(C)=O)C(OC(C)=O)C2OC(C)=O)cc1 (stereo not drawn),110,-91
Cn1cccc1Cc1nnc(SCC(N)=O)n1CCc1ccccc1,-9,-3
C#CCOCCOCCOCCNc1nc(N2CCOCC2)nc(N2CCN(C(=O)[C@H](Cc3ccc(O)cc3)n3cc([C@@H](N)C(C)CC)nn3)CC2)n1 (stereo partly drawn),-5,10
CC1=NN(c2ccc([N+](=O)[O-])cc2)C(c2ccccc2)C1 (stereo not drawn),-12,1
Cn1cc(S(=O)(=O)Nc2ccc(Cl)cc2Cl)c(=O)n(C)c1=O,-5,0
O=C(COc1ccc(F)cc1Br)N1CCc2ccccc21,15,6
C=CCn1c(SCC(=O)c2ccc(O)c(O)c2)nnc1-c1ccc(C)cc1,9,-7
COc1ccc(C(CNC(=O)c2cccn2C)N2CCOCC2)cc1 (stereo not drawn),-7,3
Cc1ccc(C)c2nc(Cl)c(C3NC(=O)c4ccccc4N3)cc12 (stereo not drawn),1,-10
Cc1cc(C(=O)COc2ccc(C#N)cc2)c(C)n1C1CC1,14,-3
CCCC(=O)Nc1nc2nc(-c3ccccc3)cc(=O)n2[nH]1,6,1
COc1ccc2c(c1)c(CC(=O)NCc1cc([N+](=O)[O-])ccc1O)c(C)n2C(=O)c1ccc(Cl)cc1,18,-5
COc1ccc(OC)c(NC(=O)c2cc3ccccc3o2)c1,-10,7
Nc1no[n+]([O-])c1-c1ccccc1,-4,-1
O=C(CSc1ncnc2c1cnn2Cc1ccccc1)Nc1ccc2c(c1)OCCO2,3,-4
O=C(Cn1c(=O)oc2cc(S(=O)(=O)N3CCCC3)ccc21)N1CCN(c2ccccc2F)CC1,10,0
CCN(CC(=O)Nc1cc(OC)ccc1OC)Cc1nc2ccccc2c(=O)[nH]1,17,12
O=C(c1ccc(=O)[nH]n1)N1CCc2ccccc2C1,-1,1
CCOC(=O)[C@H]1[C@H]2COc3cc(OC)ccc3[C@@H]2N2C(=O)c3ccc(F)cc3NC(=O)[C@@]12C,14,-11
O=C(COC(=O)/C=C/c1ccccc1)NCc1ccc(Cl)cc1,11,-8
COc1cc(C(=O)N2CCN(C(=O)c3ccco3)CC2)c([N+](=O)[O-])cc1OC,9,1
COc1ccc(N2CCN(Cc3nnnn3C3CCCCC3)CC2)cc1,-14,-6
O=C(Nc1cccc(S(=O)(=O)N2CCCCC2)c1)[C@@H]1CCCN1S(=O)(=O)c1ccccc1C(F)(F)F,9,-28
CC(O)Cc1cn([C@@H](CCCCNC(=O)OC(C)(C)C)C(=O)N2CCN(C(=O)OC(C)(C)C)CC2)nn1 (stereo partly drawn),-3,-6
CC(C)NC1CCC(Nc2ccnc3cc(Cl)ccc23)CC1 (stereo not drawn),-14,-6
CC(C)CCc1noc(CN(C)CCC2CCOCC2)n1,-4,5
CC1=C[C@H](C)[C@H](c2c(F)cccc2Cl)CC1=O,7,-5
COc1ccc(C(c2nnnn2C(C)(C)C)N2CCN(c3nc4ccccc4s3)CC2)cc1 (stereo not drawn),-2,7
Cc1c(C(=O)N2CC3(CC(c4cccc(NC(=O)[C@H]5CCC(=O)N5)c4)=NO3)C[C@@H]2C(N)=O)cc([N+](=O)[O-])cc1[N+](=O)[O-] (stereo partly drawn),-2,-4
CCCCc1nnc2c(N(C)S(=O)(=O)c3ccccc3)nc3ccccc3n12,1,-4
COc1ccc(OC)c(NC(=O)CSc2nnnn2-c2ccccc2F)c1,-79,-6
O=C(NC(=S)N(CC1CCC1)CC1CCCO1)c1cccc([N+](=O)[O-])c1 (stereo not drawn),7,-1

# The list is partial; the hit share may differ from the screen's.
